# Assay outcomes (PubChem BioAssay)
# GPR35 antagonists = GPR35 antagonists blocking zaprinast-driven arrestin recruitment, primary screen, imaging, U2OS, beta-arrestin-GFP, zaprinast agonist (AID 2058). G-protein coupled receptor 35 (Homo sapiens). U2OS GPR35 beta-arrestin-GFP translocation imaging, zaprinast antagonism; higher % means a stronger effect. one-dose inhibition, % at 10 µM; IC50 in µM for titrated hits. 290,000 tested, 0.052% active;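 active = inhibition of at least 50% with at least 30 cells and total cytoplasm GFP at most 10,000,000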
# NS5 inhibitors = Dengue-2 NS5 methyltransferase inhibitors, primary screen, biochemical, confirmation dose response (AID 588689); Genome polyprotein (Dengue virus type 2 (strain 16681-PDK53)); Dengue-2 NS5 methyltransferase capping enzyme assay, biochemical; higher % means a stronger effect; inhibition, % at 25 µM, or IC50 in µM where a hit was titrated; 340,000 tested, 0.3% active; in the data active = a potency from the dose series
# GPR55 activation = GPR55 agonists via beta-arrestin recruitment, primary screen, imaging, U2OS cells, beta-arrestin-GFP redistribution (AID 1961). G-protein coupled receptor 55 (Homo sapiens). U2OS GPR55 beta-arrestin-GFP redistribution imaging; higher % means a stronger effect. activation, % at 10 µM; hits with a dose series show EC50 in µM. 290,000 tested, 0.048% active;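 active = activation above 40% with more than 50 cells counted in the well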;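 note: U2OS osteosarcoma cells stably expressing GPR55 and beta-arrestin-GFP; plate controls were DMSO negative control for no effect and LPI positive control for full effect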
# UTI89 phage lysis = inhibition of K1F phage lysis, E. coli UTI89, bacterial capsule biogenesis inhibitors, alamar blue (AID 488966). E. coli UTI89 K1F phage lysis, alamar blue, 2 h; higher % means a stronger effect. inhibition, % at 100 µM; hits with a dose series show IC50 in µM. 340,000 tested, 0.02% active;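 active = phage lysis inhibition, versus mean bacterial control, above a set limit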;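 note: capsule biogenesis inhibitors block K1F phage lysis so surviving cells raise fluorescence; higher fluorescence means more inhibition of phage lysis; actives were called in the ten point dose series up to 300 µM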
# HIV fusion peptide = inhibitors of HIV fusion peptide binding, primary screen, biochemical, uHTS, fluorescence dequenching (AID 1986); one-dose inhibition, % at 20 µM; IC50 in µM for titrated hits; 290,000 tested, 0.3% active; cell-free peptide binding, fluorescence dequenching, 30 min; higher % means a stronger effect; in the data active = inhibition mostly above about 52%, no sharp cut-off; inactive = mostly below about 76%; note: some results filed as inactive read as strong as hits
# GPR55 antagonists = GPR55 antagonists blocking LPI-driven arrestin recruitment, primary screen, imaging, U2OS, beta-arrestin-GFP, LPI agonist (AID 2013); G-protein coupled receptor 55 (Homo sapiens); U2OS GPR55 beta-arrestin-GFP translocation imaging, LPI antagonism; higher % means a stronger effect; inhibition, % at 10 µM; hits with a dose series show IC50 in µM; 290,000 tested, 0.13% active;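 active = spots per cell inhibited over 60%, with over 100 cells counted and total cytoplasm intensity under 500,000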;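 note: U2OS cells stably carrying GPR55 and arrestin-GFP stimulated by 5 µM LPI near EC80; imaged beta-arrestin-GFP aggregate spots per cell after agonist stimulation; plate controls were LPI-stimulated DMSO wells for no effect and DMSO wells without LPI for full effect; some results filed as inactive read as strong as hits; confirmed hits need IC50 under 10 µM and bright autofluorescent wells are also inconclusive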
# AID2073 = inhibitors of Mint1-CaV2.2 protein interaction, biochemical, HTRF (AID 2073). inhibition, % at 20 µM, or IC50 in µM where a hit was titrated. Voltage-dependent N-type calcium channel subunit alpha-1B (Homo sapiens). 290,000 tested, 0.19% active. HTRF protein-protein interaction, Mint1-CaV2.2; higher % means a stronger effect; in the data active = inhibition mostly above about 51%, no sharp cut-off; note: some results filed as inactive read as strong as hits
# NTR1 agonist = agonists of NTR1, primary screen, imaging, U2OS cells, beta-arrestin-GFP, high content (AID 493036) | Neurotensin receptor type 1 (Homo sapiens), P30989 | NTR1-U2OS beta-arrestin-GFP spot imaging, agonist mode | activation, % at 20 µM | 330,000 tested, 0.17% active;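 active = activation at or above 40% of the spot to cytoplasm intensity ratio, with at least 20 cells analyzed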;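 note: 0% = DMSO without peptide and 100% = 100 nM NTR1 peptide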
# Target sequence (P30989 whole entry, looked up): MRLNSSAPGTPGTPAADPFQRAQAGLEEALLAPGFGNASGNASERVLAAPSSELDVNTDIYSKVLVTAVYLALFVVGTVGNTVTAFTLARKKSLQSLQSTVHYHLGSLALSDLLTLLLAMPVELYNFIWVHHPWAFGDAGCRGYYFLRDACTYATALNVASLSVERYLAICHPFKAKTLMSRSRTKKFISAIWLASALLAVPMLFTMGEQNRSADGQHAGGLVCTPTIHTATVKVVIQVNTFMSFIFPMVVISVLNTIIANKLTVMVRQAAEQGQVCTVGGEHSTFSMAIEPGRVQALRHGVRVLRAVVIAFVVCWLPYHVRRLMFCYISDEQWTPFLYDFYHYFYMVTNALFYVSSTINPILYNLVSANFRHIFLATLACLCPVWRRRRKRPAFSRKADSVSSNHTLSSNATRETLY
# Siah-1 displacement = Siah-1 peptide-binding antagonists, primary screen, biochemical, fluorescence polarization, rhodamine-plectin, uHTS (AID 1817); Siah-1 / rhodamine-plectin peptide fluorescence polarization; higher % means a stronger effect; displacement, % at 20 µM; hits with a dose series show IC50 in µM; 290,000 tested, 0.02% active;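 active = displacement of at least 50% at 20 µM, with a fluorescence ratio check between 0.3 and a set limit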;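 note: plate controls were Siah plus tracer with DMSO for no effect and tracer alone without Siah for full effect; strong numbers were not always called active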
# NTR1 agonist cell count 20 µM = second read-out of NTR1 agonist, no call of its own (marks repeat the call); cell count; measured here: cell count, cytotoxicity flag
# NS5 inhibitors pilot replicate = recorded beside NS5 inhibitors, whose call it bears; inhibition, %; measured here: pilot screen replicate inhibition
# * marks the source's active call; other numbers are inactive results; nt = no result given; [ ] = another dose, or the depositor's remark. Rows are unselected. About 1.2% of those tested had a hit in this group.
SMILES,GPR35 antagonists,NS5 inhibitors,GPR55 activation,UTI89 phage lysis,HIV fusion peptide,GPR55 antagonists,AID2073,NTR1 agonist,NTR1 agonist cell count 20 µM,Siah-1 displacement,others
O=c1cc(NS(=O)(=O)c2ccccc2)nc(SCc2ccccc2Cl)[nH]1,-10%,-13%,-0.2%,0.4%,3.1%,2%,-10%,2.4,46,-2%,
CCCN1CN(CCc2ccccc2)CNC1=S,0%,-13%,0.1%,-0.3%[50 µM],-1.5%,1%,-6%,0.7,75,1%,
CN1C(=O)c2cccc3c(S(=O)(=O)N4CCCC4C(=O)O)ccc1c23 (stereo unspecified),0%,-3%,0.5%,0.1%,-1.4%,-3%,33%,-3.4,52,-2%,
CCOC(=O)C1(CCCc2ccccc2)CCN(C(=O)CN2C(=O)CSC2=O)CC1,-5%,-8%,-0.1%,-0.6%,1.9%,-4%,1%,-0.1,45,1%,
CCc1nnc(NC(=O)CSc2ccc(-c3ccco3)nn2)s1,-2%,5%,0.0%,0.0%,17%,5%,47%,0.7,54,26%,
CCc1nc2ccc(C(=O)NCCCN3CCN(c4ccc(F)cc4)CC3)cc2nc1CC,8%,1%,-0.1%,0.1%,-1.1%,6%,0%,-0.1,46,-1%,
CCC(C)(C)NC(=O)c1cc(S(=O)(=O)N2CCCCC2)ccc1N1CCOCC1,0%,nt,-0.2%,0.1%,-0.1%,-4%,1%,1.1,56,-5%,
COC(=O)NCC(c1ccco1)N1CCN(c2ccc(F)cc2)CC1 (stereo unspecified),6%,5%,0.2%,1.4%[50 µM],-0.4%,-1%,-7%,-1.9,52,1%,
COc1ccc2c(c1)C(=C(C#N)C#N)C(=O)N2CCc1ccccc1,5%,8%,1.2%,1.1%,-1.4%,-8%,1%,2.5,37,3%,
Cc1nn(CCOc2ccc(Br)cc2)c(C)c1[N+](=O)[O-],4%,2%,-0.3%,0.3%,-0.7%,4%,-4%,1.0,71,2%,
CC(NS(=O)(=O)c1ccc2c(c1)c(=O)n(C)c(=O)n2C)C(=O)NC1CCCCC1 (stereo unspecified),4%,-2%,-0.2%,0.1%,1.6%,-2%,8%,1.4,76,-2%,
Cc1ccc([N+](=O)[O-])cc1NC(=O)c1ccc(-c2ccccc2)cc1,-20%,0%,-0.2%,0.4%,13%,11%,18%,-1.5,32,7%,
COc1ccc(NC(=O)c2cncc(Br)c2)cc1S(=O)(=O)N1CCCCC1,-11%,-8%,-0.2%,-0.1%,2.2%,8%,-1%,-0.1,44,-6%,
COc1ccc(S(=O)(=O)N2CCN(C)CC2)cc1NC(=O)c1ccccc1C,-3%,-1%,0.6%,0.0%,-0.9%,2%,28%,2.2,57,13%,
CCOc1c(Br)cc(C(=O)NCCCn2ccnc2)cc1OC,10%,-2%,0.0%,0.1%,-0.2%,-1%,5%,-1.6,83,2%,
Cn1c(C(=O)NCCc2ccccc2)cc(=O)n(C)c1=O,-7%,4%,0.5%,-0.4%,0.2%,-12%,-8%,1.7,60,4%,
CC(C)CC(NC(N)=O)C(=O)OCC(=O)N(Cc1ccccc1)Cc1ccccc1 (stereo unspecified),-4%,3%,0.1%,0.4%,1.1%,7%,-14%,0.2,46,0%,
Cc1ccc(S(=O)(=O)N/N=C2\C(=O)C3(C)CCC2C3(C)C)cc1 (stereo unspecified),-9%,-4%,0.2%,-0.7%,-0.2%,13%,8%,-1.0,79,7%,
COc1ccc2c(C)c(CCC(=O)NC3CC3)c(=O)oc2c1,-20%,1%,-0.1%,4.6%,8.2%,-10%,17%,-2.9,74,8%,
CC(C)(C)c1cc(C(=O)NNC(=O)c2ccc(Cl)cc2)no1,16%,0%,-0.2%,-0.7%,-0.8%,-2%,6%,0.2,56,2%,
O=C(c1ccco1)N1CCN(c2cc(=O)n(C3CCCCC3)c(=O)[nH]2)CC1,3%,2%,-0.1%,0.9%,-0.7%,1%,10%,0.3,46,3%,
Cc1cc(C)n(C(=O)COc2c(C)cccc2C)n1,-10%,-4%,-0.3%,-1.9%,1.0%,4%,-3%,-3.1,98,0%,
Cc1ccc(COc2ccc(S(=O)(=O)N3CCCC3)cc2C(N)=O)cc1,10%,-7%,-0.1%,0.5%,0.2%,6%,10%,-0.5,44,-4%,
CC(=O)Nc1ccc(OS(=O)(=O)c2ccccc2C)cc1,-7%,-15%,-0.1%,0.2%,1.3%,3%,10%,-0.1,43,7%,
O=C(Nc1nc(-c2ccccn2)cs1)c1cc(Cl)ccc1[N+](=O)[O-],-5%,11%,-0.3%,-0.2%,12%,24%,43%,2.3,66,-8%,
CC1(C)OC(C)(C)/C(=C/Nc2ccccc2)C1=O,13%,5%,-0.5%,1.3%,-0.7%,4%,-4%,2.6,62,4%,
N#CCC(=O)Nc1ccc(C(=O)OCc2ccccc2Oc2ccccc2)cc1,13%,0%,-0.1%,-0.2%,0.5%,4%,29%,2.0,52,6%,
O=C(Cc1ccc(Br)cc1)Nc1ncc([N+](=O)[O-])s1,13%,-2%,-0.2%,-0.4%,2.8%,-6%,-16%,5.7,52,-13%,
COc1cc(OC)cc(C(=O)NC(=S)Nc2cccnc2)c1,-13%,-1%,-0.1%,1.5%,1.1%,11%,-7%,1.1,59,1%,
CC(=O)N(C)/C=C1\Sc2ccccc2C1=O,-6%,1%,0.2%,0.3%,-0.5%,13%,-9%,-0.6,63,1%,
O=C(Nc1ccc(N2CCOCC2)c(Cl)c1)c1ccc2c(c1)OCCO2,-2%,-7%,-0.1%,-0.4%,-2.3%,8%,-3%,-1.1,42,2%,
C=CCNC(=S)NNC(=O)c1ccc(OCCCC)cc1,14%,-10%,-0.2%,0.4%,-3.3%,13%,-35%,-1.0,36,-1%,
O=C(CCNc1ccc(F)cc1)c1cccc([N+](=O)[O-])c1,-3%,-8%,0.5%,2.5%,-2.4%,18%,-6%,5.3,58,7%,
O=C(Nc1nc(-c2ccc(Cl)s2)cs1)c1ccncc1,1%,1%,-0.2%,3.9%,5.2%,-20%,18%,0.8,38,2%,
COc1ccc(CNC(=O)C2CCN(S(=O)(=O)c3ccc4c(c3)CC(C)N4C(=O)C3CC3)CC2)cc1 (stereo unspecified),-9%,-13%,-0.1%,3.9%,2.9%,1%,10%,-0.2,50,2%,
COc1ccc(C(=O)NNC(=O)CSc2nnc(-c3cccnc3)n2C)cc1,5%,-4%,0.8%,0.5%,0.1%,0%,-11%,2.0,52,0%,
O=C1c2cccnc2C(Nc2ccc(Br)cc2Br)N1Cc1cccs1 (stereo unspecified),-5%,nt,0.4%,nt,-2.0%,10%,-3%,1.5,86,0%,
Clc1ccc(-c2ccc(CNCc3ccccn3)o2)cc1,-4%,1%,-0.3%,0.6%,0.7%,-5%,7%,0.6,64,3%,NS5 inhibitors pilot replicate=-1.2
O=C(NCCCN1CCOCC1)c1cc(-c2cccc(Br)c2)nc2ccccc12,-10%,-2%,0.2%,1.7%[50 µM],-0.2%,-3%,-7%,0.5,49,0%,
COC(=O)c1ccc(-c2noc(CN3C[C@H]4CC[C@H]3C4)n2)cc1,5%,-11%,0.0%,0.2%,1.9%,12%,-5%,0.1,80,2%,
Cc1ccc(-c2n[nH]c(S(C)(=O)=O)c2C#N)cc1,-6%,10%,0.2%,0.2%,0.7%,13%,-2%,-0.3,47,11%,
CC1=C(CC(=O)O)c2cc(F)ccc2/C1=C/c1ccc(S(C)=O)cc1 (stereo unspecified),7%,-1%,-0.1%,3.6%,0.2%,15%,33%,0.6,51,-2%,
CCOC(=O)C1CCN(CC(=O)NC(=O)NC2CCCCC2)CC1,-3%,-7%,0.1%,2.7%,1.1%,15%,-5%,0.7,51,9%,
CCn1c(SCC(=O)Nc2ccc(C)cc2)nc2sc3c(c2c1=O)CCN(C)C3,-14%,-8%,-0.2%,-0.3%,-0.3%,-5%,15%,-0.1,55,-5%,
C[C@H](NC(=O)C(c1ccccc1)c1ccccc1)c1ccccc1,-6%,-4%,-0.2%,-0.9%[50 µM],2.0%,11%,-11%,2.3,82,2%,
CC(NCc1nc2ccccc2n1C)C12CC3CC(CC(C3)C1)C2 (stereo unspecified),-3%,3%,0.0%,1.0%,-0.3%,5%,2%,3.3,73,0%,
CN1CCN(c2ccc(NC(=O)c3ccc(-c4ccc(Cl)cc4)o3)cc2)CC1,8%,-1%,-0.1%,-0.4%,-4.7%,-24%,1%,13,51,-8%,
CC(C)N(Cc1nc(-c2ccc3c(c2)OCO3)no1)CC1CCC(=O)N1 (stereo unspecified),15%,2%,0.6%,0.3%,0.8%,2%,5%,-1.5,61,14%,

# Filtered by structure, those above containing a COOH group (two)
SMILES,GPR35 antagonists,NS5 inhibitors,GPR55 activation,UTI89 phage lysis,HIV fusion peptide,GPR55 antagonists,AID2073,NTR1 agonist,NTR1 agonist cell count 20 µM,Siah-1 displacement,others
CN1C(=O)c2cccc3c(S(=O)(=O)N4CCCC4C(=O)O)ccc1c23 (stereo unspecified),0%,-3%,0.5%,0.1%,-1.4%,-3%,33%,-3.4,52,-2%,
CC1=C(CC(=O)O)c2cc(F)ccc2/C1=C/c1ccc(S(C)=O)cc1 (stereo unspecified),7%,-1%,-0.1%,3.6%,0.2%,15%,33%,0.6,51,-2%,

# Further structures follow:
SMILES,GPR35 antagonists,NS5 inhibitors,GPR55 activation,UTI89 phage lysis,HIV fusion peptide,GPR55 antagonists,AID2073,NTR1 agonist,NTR1 agonist cell count 20 µM,Siah-1 displacement,others
O=C1c2ccncc2C(=O)N1CNc1ccc(Cl)cc1,-3%,2%,0.0%,0.1%,-1.7%,0%,-3%,-0.9,86,10%,
CCOC(=O)C1CN(S(=O)(=O)c2ccc(C)cc2)C1,-6%,2%,-0.4%,0.1%,1.5%,7%,4%,-2.2,93,6%,
ClC(Cl)(c1nnnn1-c1ccccc1)c1nnnn1-c1ccccc1,9%,-10%,-0.2%,-1.4%[50 µM],1.3%,2%,4.4µM*,nt,nt,-2%,
CCCC(=O)Nc1cc(-c2nn(C)c(=O)c3ccccc23)ccc1N1CCOCC1,5%,2%,-0.1%,0.5%,-2.0%,-6%,6%,1.4,63,0%,
Cc1c(/C(O)=C2/C(=O)C(=O)N(CCN3CCOCC3)C2c2ccccn2)cnn1-c1ccccc1 (stereo unspecified),0%,nt,0.5%,nt,3.8%,-10%,17%,0.5,28,2%,
